tim23-1 inh = tim23-1 yeast growth inhibition. S. cerevisiae tim23-1 growth, BacTiter-Glo luminescence, 24 h. inhibition, % at 20 µM. 330,000 tested, 1.3% active;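 active means growth inhibition of the mutant yeast at or above 50%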;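 further: temperature-sensitive mutant grown at 25 °C; plate controls were DMSO-treated mutant yeast for no effect and medium wells lacking yeast for full effect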
Jurkat NFkB inh = inhibitors of the PMA/ionomycin-induced NF-kB reporter in Jurkat cells. PMA/ionomycin-induced NF-kB luciferase reporter, luminescence. inhibition, % at 4 µM. 330,000 tested, 0.53% active. AID 435003; in the data active means inhibition above about 50%
Mdm2-MdmX inh = inhibitors of human Mdm2/MdmX interaction | O15151+Q00987 | SaOS-2 split-luciferase Mdm2/MdmX complementation, luminescence | AID 485346 | 330,000 tested, 3% active | inhibition, % at 8 µM;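 active means inhibition of at least 50% at 8 µM in the primary screen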
Target sequence (O15151 whole entry, looked up): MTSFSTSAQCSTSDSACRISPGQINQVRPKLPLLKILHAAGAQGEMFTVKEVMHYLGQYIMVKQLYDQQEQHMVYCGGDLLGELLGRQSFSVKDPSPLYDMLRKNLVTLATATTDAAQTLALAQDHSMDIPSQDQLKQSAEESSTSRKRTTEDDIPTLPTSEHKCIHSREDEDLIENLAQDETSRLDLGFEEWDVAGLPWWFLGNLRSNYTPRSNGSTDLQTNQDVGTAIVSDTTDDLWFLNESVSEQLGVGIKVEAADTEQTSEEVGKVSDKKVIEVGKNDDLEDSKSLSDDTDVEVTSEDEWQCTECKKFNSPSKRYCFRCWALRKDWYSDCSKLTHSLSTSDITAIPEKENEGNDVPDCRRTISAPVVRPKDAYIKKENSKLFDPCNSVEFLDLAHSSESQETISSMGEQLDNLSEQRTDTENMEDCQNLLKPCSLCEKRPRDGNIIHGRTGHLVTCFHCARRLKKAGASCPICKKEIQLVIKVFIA
Target sequence (Q00987 whole entry, looked up): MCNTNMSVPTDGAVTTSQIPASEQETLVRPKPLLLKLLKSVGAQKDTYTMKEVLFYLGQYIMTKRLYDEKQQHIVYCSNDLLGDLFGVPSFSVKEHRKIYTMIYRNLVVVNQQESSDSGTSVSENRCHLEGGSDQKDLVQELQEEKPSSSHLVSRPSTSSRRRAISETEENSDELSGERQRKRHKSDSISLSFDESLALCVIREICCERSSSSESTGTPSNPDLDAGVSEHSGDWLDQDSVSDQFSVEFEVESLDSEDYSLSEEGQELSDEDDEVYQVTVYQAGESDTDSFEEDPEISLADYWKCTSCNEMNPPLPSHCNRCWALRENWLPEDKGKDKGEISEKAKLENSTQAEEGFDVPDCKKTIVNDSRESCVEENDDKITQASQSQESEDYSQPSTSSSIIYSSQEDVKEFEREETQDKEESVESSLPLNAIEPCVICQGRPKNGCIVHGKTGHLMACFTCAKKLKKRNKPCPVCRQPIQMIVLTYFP
APJ antag = APJ receptor antagonism; 330,000 tested, 0.32% active; CHO-K1 APJ beta-arrestin complementation, luminescence; AID 2521; inhibition, % at 20 µM; P35414;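 active means inhibition above about 40% at 20 µM, limit read from the data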;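 further: cells challenged with 10 nM apelin-13 agonist together with compound; plate controls were apelin-13 plus DMSO wells for no effect and DMSO wells lacking apelin-13 for full effect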
XBP1 UPR activ = activators of adaptive arm of unfolded protein response (XBP1) | CHO-XBP1 luciferase reporter, IRE1-XBP1 UPR activation, luminescence; percent of tunicamycin response, DMSO as zero | activation, % at 20 µM | 330,000 tested, 0.33% active | AID 463104;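 active means versus positive control, 20 µM dose yields 30% or more activation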;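 further: 100% = tunicamycin at 10 µg/mL and 0% = DMSO only wells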
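Test system: CHO-XBP1 luciferase reporter cells | Buffer or medium: Serum-containing F12 medium, 10% FBS | Schedule: 6 h compound exposure at 37 °C, 5% CO2 | Detection: Steady-Glo luciferase glow luminescence, 10 min after reagent addition | Read-out basis: Activation, % of tunicamycin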
APJ agonist = APJ receptor agonism; AID 2520; P35414; activation, % at 20 µM; 330,000 tested, 0.11% active; CHO-K1 APJ PathHunter beta-arrestin, luminescence; 0% DMSO wells, 100% apelin;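 active means activation more than six SD over the plate average, tested at 20 µM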;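 further: 0% = DMSO alone and 100% = apelin-13 at 10 nM; some results filed as inactive read as strong as hits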
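Test system – PathHunter CHO-K1 APJ (AGTRL-1) beta-arrestin reporter cells · Input – 1000 cells/well · Compound – single test compound dose, 20 µM final, 1% DMSO · Times – compound stimulation 90 min at 25 °C, detection 60 min · Technique – beta-gal luminescence · Read-out basis – APJ–arrestin association signal · Control set – negative DMSO alone, positive Apelin-13 at 10 nM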
UPR CHOP act = apoptotic UPR (CHOP) activation | CHO-CHOP luciferase reporter, luminescence; percent of tunicamycin response over DMSO baseline | activation, % at 10 µM | 330,000 tested, 0.34% active | AID 449763;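 active means at 10 µM dose, activation of 40% or more, normalized to positive control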;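 further: 100% = tunicamycin at 10 µg/mL and 0% = DMSO alone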
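Test system: CHO-CHOP cells, stable luciferase reporter of PERK-eIF2a-CHOP signalling | Quantity: 500 CHO-CHOP cells per well | Buffer or medium: F12 plus 10% serum | Compound dosing: 10 µM single point, 0.5% DMSO | Schedule: 6 h compound treatment, 37 °C | Signal: Luciferase luminescence | Control set: Tunicamycin high control, DMSO low control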
697 NFkB inh = inhibitors of the PMA/ionomycin-induced NF-kB reporter in 697 B cells; 697 B-cell NF-kB luciferase reporter, 16 h; inhibition, % at 4 µM; 330,000 tested, 0.33% active; AID 435022; in the data active means inhibition above about 35%
An asterisk follows results filed as active. Rows are unselected; about 5% have a hit in one of these screens.

Results for CC1CC(=O)N(c2ccc(NCCc3ccc(O)cc3)c([N+](=O)[O-])c2)C1=O (stereo not drawn) ?
tim23-1 inh: 22; Jurkat NFkB inh: -7; Mdm2-MdmX inh: 11; APJ antag: -1; XBP1 UPR activ: 1; APJ agonist: -3; UPR CHOP act: 0.9; 697 NFkB inh: -14

How did CN(NC1OC(=O)c2ccccc21)c1ccc(C(F)(F)F)cc1[N+](=O)[O-] (stereo not drawn) do in these assays?
tim23-1 inh: 0; Jurkat NFkB inh: -4; Mdm2-MdmX inh: 30; APJ antag: 11; XBP1 UPR activ: 5; APJ agonist: -5; UPR CHOP act: 0.9; 697 NFkB inh: 16

Results for CC1(C)C([N+](=O)[O-])C(c2ccc(F)cc2)NC(c2ccc(F)cc2)C1[N+](=O)[O-] (stereo not drawn) ?
tim23-1 inh: 36; Jurkat NFkB inh: -15; Mdm2-MdmX inh: -28; APJ antag: 8; XBP1 UPR activ: -5; APJ agonist: 1; UPR CHOP act: -0.9; 697 NFkB inh: -10

What do the screens show for `COc1ccc(C(=O)NNC2=CC(=O)CC(C)(C)C2)cc1OC`?
tim23-1 inh: 13; Jurkat NFkB inh: -12; Mdm2-MdmX inh: 15; APJ antag: 13; XBP1 UPR activ: -2; APJ agonist: -1; UPR CHOP act: -2.0; 697 NFkB inh: 10

Results for CCC(=O)N(C)CCc1cc2c(c(OC)c1/C=N/Nc1ccc(C(=O)O)cc1)OCO2 ?
tim23-1 inh: 31; Jurkat NFkB inh: 17; Mdm2-MdmX inh: -4; APJ antag: -11; XBP1 UPR activ: -3; APJ agonist: -1; UPR CHOP act: -0.3; 697 NFkB inh: -17

What do the screens show for `CCOc1ccc(N2CC(C(=O)NCc3ccc(C)n3C)CC2=O)cc1` (stereo not drawn)?
tim23-1 inh: 10; Jurkat NFkB inh: -2; Mdm2-MdmX inh: 17; APJ antag: 1; XBP1 UPR activ: 0; APJ agonist: 0; UPR CHOP act: -0.9; 697 NFkB inh: 21

How did CCOc1cc(C2Nc3ccccc3NC3=C2C(=O)CC(C)(C)C3)ccc1O (stereo not drawn) do in these assays?
tim23-1 inh: 6; Jurkat NFkB inh: 15; Mdm2-MdmX inh: 14; APJ antag: -30; XBP1 UPR activ: -4; APJ agonist: 2; UPR CHOP act: 0.0; 697 NFkB inh: 8

Results for O=C(NC(=S)Nc1ccccn1)c1ccco1 ?
tim23-1 inh: 17; Jurkat NFkB inh: -33; Mdm2-MdmX inh: -77; APJ antag: 16; XBP1 UPR activ: 0; APJ agonist: 0; UPR CHOP act: 1.4; 697 NFkB inh: -102

What do the screens show for `CCC(C)Sc1ccc([C@H]2N[C@@](CC(C)C)(C(=O)OC)[C@H]3C(=O)N(C)C(=O)[C@@H]23)cc1` (stereo partly drawn)?
tim23-1 inh: 33; Jurkat NFkB inh: 16; Mdm2-MdmX inh: 15; APJ antag: -2; XBP1 UPR activ: -3; APJ agonist: -5; UPR CHOP act: 0.0; 697 NFkB inh: -4

What do the screens show for `N#C/C(=C\c1ccccc1C(=O)O)c1nc2ccccc2[nH]1`?
tim23-1 inh: -1; Jurkat NFkB inh: 13; Mdm2-MdmX inh: -25; APJ antag: 10; XBP1 UPR activ: 1; APJ agonist: -2; UPR CHOP act: 0.4; 697 NFkB inh: 9

What do the screens show for `CC(NC(=O)c1ccccc1F)c1nnc(SCc2nc3ccccc3c(=O)[nH]2)n1C` (stereo not drawn)?
tim23-1 inh: 8; Jurkat NFkB inh: 12; Mdm2-MdmX inh: 13; APJ antag: 25; XBP1 UPR activ: 0; APJ agonist: -1; UPR CHOP act: -1.0; 697 NFkB inh: 9

How did COc1ccccc1/C=C\C=N\NC(=O)CCn1nnc2ccccc21 do in these assays?
tim23-1 inh: -1; Jurkat NFkB inh: 11; Mdm2-MdmX inh: 4; APJ antag: 7; XBP1 UPR activ: -2; APJ agonist: -1; UPR CHOP act: 0.0; 697 NFkB inh: 11

What do the screens show for `N#Cc1cccc(NC(=O)CN2C(=O)NC(Cc3ccccc3)C2=O)c1` (stereo not drawn)?
tim23-1 inh: 0; Jurkat NFkB inh: -4; Mdm2-MdmX inh: 14; APJ antag: -3; XBP1 UPR activ: -3; APJ agonist: 0; UPR CHOP act: 1.2; 697 NFkB inh: 23

How did COC(=O)c1ccccc1S(=O)(=O)N1CCC(C(=O)OC(C)C(=O)Nc2ccccc2OC)CC1 (stereo not drawn) do in these assays?
tim23-1 inh: 18; Jurkat NFkB inh: -21; Mdm2-MdmX inh: -19; APJ antag: -4; XBP1 UPR activ: 1; APJ agonist: -3; UPR CHOP act: -1.2; 697 NFkB inh: -10

How did O=C(NCc1n[nH]c(=S)n1-c1cccc(Cl)c1)c1ccc(S(=O)(=O)N2CCCC2)cc1 do in these assays?
tim23-1 inh: 17; Jurkat NFkB inh: 3; Mdm2-MdmX inh: 0; APJ antag: 11; XBP1 UPR activ: -2; APJ agonist: -4; UPR CHOP act: -0.4; 697 NFkB inh: 16

What do the screens show for `C=C[C@@](C)(O)CC[C@@H]1[C@@]2(C)CCCC(C)(C)[C@@H]2CC[C@@]1(C)O`?
tim23-1 inh: 32; Jurkat NFkB inh: -2; Mdm2-MdmX inh: 23; APJ antag: 4; XBP1 UPR activ: 1; APJ agonist: -3; UPR CHOP act: 0.2; 697 NFkB inh: 8

Results for O=C(/C=C/c1ccc([N+](=O)[O-])o1)NNC(=O)c1ccc(F)cc1 ?
tim23-1 inh: 26; Jurkat NFkB inh: 76*; Mdm2-MdmX inh: 40; APJ antag: -43; XBP1 UPR activ: -2; APJ agonist: 5; UPR CHOP act: 129*; 697 NFkB inh: -57

What do the screens show for `CN(C)c1nc(C(=O)NN)nc(N(C)C)n1`?
tim23-1 inh: 12; Jurkat NFkB inh: -7; Mdm2-MdmX inh: 9; APJ antag: -4; XBP1 UPR activ: 1; APJ agonist: 0; UPR CHOP act: 0.5; 697 NFkB inh: 6

How did CN(Cc1ccc(C(C)(C)C)cc1)C(=O)c1ccc2c(c1)OCO2 do in these assays?
tim23-1 inh: 42; Jurkat NFkB inh: 8; Mdm2-MdmX inh: 25; APJ antag: 9; XBP1 UPR activ: -1; APJ agonist: -7; UPR CHOP act: -0.8; 697 NFkB inh: -10

What do the screens show for `CCOc1ccc(C(=O)OC(C)CN2CCCCC2)cc1` (stereo not drawn)?
tim23-1 inh: 4; Jurkat NFkB inh: 0; Mdm2-MdmX inh: 8; APJ antag: 8; XBP1 UPR activ: 0; APJ agonist: 3; UPR CHOP act: -0.7; 697 NFkB inh: -21

Of the compounds above, these contain a furan ring, fused or not:
Results for O=C(NC(=S)Nc1ccccn1)c1ccco1 ?
tim23-1 inh: 17; Jurkat NFkB inh: -33; Mdm2-MdmX inh: -77; APJ antag: 16; XBP1 UPR activ: 0; APJ agonist: 0; UPR CHOP act: 1.4; 697 NFkB inh: -102

Results for O=C(/C=C/c1ccc([N+](=O)[O-])o1)NNC(=O)c1ccc(F)cc1 ?
tim23-1 inh: 26; Jurkat NFkB inh: 76*; Mdm2-MdmX inh: 40; APJ antag: -43; XBP1 UPR activ: -2; APJ agonist: 5; UPR CHOP act: 129*; 697 NFkB inh: -57

A run of entries from further up, as a working copy:
What do the screens show for `N#Cc1cccc(NC(=O)CN2C(=O)NC(Cc3ccccc3)C2=O)c1` (stereo not drawn)?
tim23-1 inh: 0; Jurkat NFkB inh: -4; Mdm2-MdmX inh: 14; APJ antag: -3; XBP1 UPR activ: -3; APJ agonist: 0; UPR CHOP act: 1.2; 697 NFkB inh: 23

How did COC(=O)c1ccccc1S(=O)(=O)N1CCC(C(=O)OC(C)C(=O)Nc2ccccc2OC)CC1 (stereo not drawn) do in these assays?
tim23-1 inh: 18; Jurkat NFkB inh: -21; Mdm2-MdmX inh: -19; APJ antag: -4; XBP1 UPR activ: 1; APJ agonist: -3; UPR CHOP act: -1.2; 697 NFkB inh: -10

(further entries)
How did CN(C)N1C(N)=C(C#N)C(c2cccnc2)C2=C1CCCC2=O (stereo not drawn) do in these assays?
tim23-1 inh: 3; Jurkat NFkB inh: 10; Mdm2-MdmX inh: -2; APJ antag: -5; XBP1 UPR activ: -1; APJ agonist: -3; UPR CHOP act: -0.9; 697 NFkB inh: 6

What do the screens show for `CCCCOCCCNC(=O)Cc1cccs1`?
tim23-1 inh: -9; Jurkat NFkB inh: -1; Mdm2-MdmX inh: -1; APJ antag: 11; XBP1 UPR activ: 0; APJ agonist: 1; UPR CHOP act: 0.9; 697 NFkB inh: -13

How did COC(=O)c1ccccc1NC(=O)CSc1nnc(-c2cccc(NC(C)=O)c2)n1C do in these assays?
tim23-1 inh: 7; Jurkat NFkB inh: 21; Mdm2-MdmX inh: 7; APJ antag: -25; XBP1 UPR activ: -3; APJ agonist: -4; UPR CHOP act: -5.2; 697 NFkB inh: 11

What do the screens show for `CCN1CCOC(CC(=O)Nc2ccc([N+](=O)[O-])cc2)C1=O` (stereo not drawn)?
tim23-1 inh: 17; Jurkat NFkB inh: 10; Mdm2-MdmX inh: 11; APJ antag: -3; XBP1 UPR activ: 0; APJ agonist: -3; UPR CHOP act: -1.0; 697 NFkB inh: 17

What do the screens show for `CCn1ncc(CNC(=O)CCCSc2nc(-c3ccco3)cc(C(F)(F)F)n2)c1C`?
tim23-1 inh: -6; Jurkat NFkB inh: 7; Mdm2-MdmX inh: 18; APJ antag: 5; XBP1 UPR activ: -5; APJ agonist: -3; UPR CHOP act: 1.1; 697 NFkB inh: 4

What do the screens show for `Nc1ccc2c(c1)C(=O)c1ccccc1C2=O`?
tim23-1 inh: -3; Jurkat NFkB inh: -67; Mdm2-MdmX inh: -52; APJ antag: 2; XBP1 UPR activ: 6; APJ agonist: 7; UPR CHOP act: 0.5; 697 NFkB inh: -61

How did Cc1cc(C(=O)Nc2ccc(C(=O)O)cc2)c(C)o1 do in these assays?
tim23-1 inh: 11; Jurkat NFkB inh: 14; Mdm2-MdmX inh: 11; APJ antag: 14; XBP1 UPR activ: -1; APJ agonist: 0; UPR CHOP act: 3.2; 697 NFkB inh: -2

Results for COc1cccc(NC(=O)n2nc(N)cc2-c2ccc(Cl)cc2)c1 ?
tim23-1 inh: -7; Jurkat NFkB inh: 2; Mdm2-MdmX inh: 6; APJ antag: -2; XBP1 UPR activ: -1; APJ agonist: -2; UPR CHOP act: 0.5; 697 NFkB inh: 6

Results for CCOc1ccc2oc(C(=O)OCC(=O)NCC3CCCO3)c(C)c2c1 (stereo not drawn) ?
tim23-1 inh: 18; Jurkat NFkB inh: -30; Mdm2-MdmX inh: -8; APJ antag: 11; XBP1 UPR activ: -2; APJ agonist: -2; UPR CHOP act: 0.4; 697 NFkB inh: -11

What do the screens show for `O=C(NCCc1cccnc1)C1CCC(=O)N(CCc2cccc(F)c2)C1` (stereo not drawn)?
tim23-1 inh: -3; Jurkat NFkB inh: 5; Mdm2-MdmX inh: 18; APJ antag: 8; XBP1 UPR activ: 0; APJ agonist: 0; UPR CHOP act: 0.0; 697 NFkB inh: 0
